aSyn UTR inh: MLPCN primary screen, SNCA 5' untranslated region; alpha-synuclein 5'UTR reporter, inhibitor activity; inhibition, % (tested at 7.5 µM); 300,000 tested, 0.82% active; in the data active = inhibition above about 60%; inconclusive = no clear call, values can overlap the other calls;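 also: H4 neuroglioblastoma cells stably carrying SNCA 5'UTR luciferase fusion; 0% = DMSO wells and 100% = positive control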
GSK3 alpha inh: blockers of GSK3A enzyme activity – biochemical, luminescence, cell-free homogeneous, HTS, primary screen; Glycogen synthase kinase-3 alpha (Homo sapiens), P49840; GSK-3 alpha kinase, ADP-Glo luminescence, 60 min; inhibition, % at 10 µM; 320,000 tested, 0.1% active;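 in the data active = inhibition above about 50%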;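 also: GST-tagged GSK-3 alpha with peptide substrate and 25 µM ATP; 0% = DMSO neutral wells and 100% = GW8510 positive control wells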
Target sequence (P49840 whole entry, looked up): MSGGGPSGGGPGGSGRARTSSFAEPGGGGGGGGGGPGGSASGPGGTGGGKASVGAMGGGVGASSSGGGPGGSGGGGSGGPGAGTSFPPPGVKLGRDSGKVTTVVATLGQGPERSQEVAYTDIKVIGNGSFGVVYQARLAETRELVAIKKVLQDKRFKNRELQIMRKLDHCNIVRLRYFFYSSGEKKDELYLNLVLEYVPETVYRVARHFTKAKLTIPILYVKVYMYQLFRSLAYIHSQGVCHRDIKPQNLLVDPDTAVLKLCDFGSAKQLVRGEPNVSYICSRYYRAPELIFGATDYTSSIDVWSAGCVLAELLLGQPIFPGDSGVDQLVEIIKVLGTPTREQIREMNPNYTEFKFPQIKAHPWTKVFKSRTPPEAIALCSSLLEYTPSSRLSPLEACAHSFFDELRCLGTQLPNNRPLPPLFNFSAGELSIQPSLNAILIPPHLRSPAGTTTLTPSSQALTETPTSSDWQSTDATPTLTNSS
IEC-6 tox: cytotoxicity in IEC-6 intestinal epithelial cells, primary screen, cytotoxicity control for KLF5 inhibitor project, cell-based, luminescence; IEC-6 cytotoxicity, luminescence viability; inhibition, % at 5 µM; 290,000 tested, 0.78% active; AID 1825, 2009; in the data active = inhibition above about 22%;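 also: 0% = plate median of test compound wells and 100% = cytotoxic reference compound wells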
KLF5 inh: KLF5 expression inhibitors, primary screen, DLD-1 cells, luminescence | DLD-1 KLF5 promoter-luciferase reporter | inhibition, % at 5 µM | 290,000 tested, 0.23% active;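 active = inhibition above a per-plate limit of that plate's mean compound inhibition plus 3 SD, cut at about 60% in these data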;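 also: 0% = DMSO wells and 100% = LY294002 at 200 µM; higher means less KLF5 promoter-driven luciferase light; inactives centre near -14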
HSF1 activator: HSF-1 activators, primary screen, NIH3T3-HGL cells, MG132 stress, luminescence, single point | activation, % at 9 µM | NIH3T3-HGL HSF-1 luciferase reporter, 8 h; 100% = twice DMSO control signal | 300,000 tested, 1.7% active;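 active = mean replicate activation of at least 50% with a set share of replicates each reaching 50%; inconclusive = only one of those two conditions met; inactive = mean below 50% and too few replicates reaching it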;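 also: 0% = median of the neutral control wells and 100% = twice that signal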
HSF1 inh: HSF1 inhibitors in luciferase reporter cells, primary screen, cell-based, NIH3T3, luminescence. 300,000 tested, 0.77% active. NIH3T3-HGL HSE-luciferase, MG132-induced, luminescence 8 h; active compounds read low. AID 2098, 2009. activity change, negative = inhibition, % at 7.5 µM (by protocol);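 active = more than half of replicate wells show activity change below -50%, luminescence cut by over half; inconclusive = some wells, but at most half, below -50%; inactive = no replicate well below -50%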;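 also: luciferase reports HSF-1 transcriptional activity via heat shock element; 0% = median of DMSO wells and -100% = zero luminescence signal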
HSP90 inh: HSP90 inhibitors, primary screen, cell lysate, luminescence; inhibition, % at 5.6 µM; 290,000 tested, 0.91% active; AID 1789, 2009; Rabbit reticulocyte lysate, luciferase refolding luminescence, 3 h; Heat shock protein HSP 90 (rabbit reticulocyte lysate; luciferase refolding);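 active = inhibition above the screen-wide mean plus 3 SD, computed separately per campaign, cut at about 16% in these data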;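 also: 0% = DMSO wells and 100% = 60 µM geldanamycin wells; inhibitors lower the luminescence because luciferase stays unfolded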
GSK3beta inhib: human GSK3beta kinase inhibitors, primary screen, biochemical, cell-free homogeneous, HTS; Glycogen synthase kinase-3 beta (Homo sapiens), P49841; GST-GSK3beta kinase, ADP-Glo luminescence, 60 min; active compounds read low; activity score (negative = inhibition), % at 10 µM; 300,000 tested, 0.038% active; AID 2097, 2009;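 active = more than half of replicate wells score below -50%, meaning over 50% inhibition versus plate controls; inconclusive = some replicates but at most half score below -50%; inactive = no replicate scores below -50%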;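 also: 0% = median DMSO wells and -100% = median GW8510 positive control wells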
Target sequence (P49841 whole entry, looked up): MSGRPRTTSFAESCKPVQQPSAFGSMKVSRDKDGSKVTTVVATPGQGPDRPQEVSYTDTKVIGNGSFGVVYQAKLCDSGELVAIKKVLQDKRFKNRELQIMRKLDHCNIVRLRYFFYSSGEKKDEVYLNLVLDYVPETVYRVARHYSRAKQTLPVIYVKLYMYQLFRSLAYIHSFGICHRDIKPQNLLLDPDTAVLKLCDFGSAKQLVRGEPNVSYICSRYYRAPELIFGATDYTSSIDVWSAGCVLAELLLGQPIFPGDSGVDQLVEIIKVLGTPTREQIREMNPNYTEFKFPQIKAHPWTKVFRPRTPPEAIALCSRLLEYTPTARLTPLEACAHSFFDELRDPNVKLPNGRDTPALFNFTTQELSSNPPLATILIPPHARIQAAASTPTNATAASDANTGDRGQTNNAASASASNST
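Test system: GST-tagged human GSK3beta kinase, cell-free; evaluation: activity score scaled between in-plate DMSO and GW8510 controls; measured by: ADP-Glo luminescence; incubation: 60 min reaction, RT; benchmarks: DMSO and 20 µM GW8510; reagent: peptide substrate plus 25 µM ATP (final); medium: Tris/MgCl2 kinase buffer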
DYRK1A inh: rat Dyrk1A kinase inhibitors, primary screen, biochemical, single point, plate reader. 310,000 tested, 0.43% active. inhibition, % at 12.5 µM. AID 504441, 2011. ADP-Glo luminescence, NFATc1 peptide; in the data active = inhibition above about 50%;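 also: plate controls were vehicle with enzyme for no effect and no enzyme for full effect; many of its hits are not listed in these tables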
Platelet DG rel: inhibitors of platelet dense granule secretion, primary screen, cell-based, MLPCN, human platelets; human platelet-rich plasma, SFLLRN dense granule ATP release, luminescence; inhibition, %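 (compounds screened at 7.5 µM in platelet-rich plasma)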; 300,000 tested, 0.22% active;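 active = mean replicate score, as percent of positive control, at or above 50; inconclusive = mean below 50 but at least one replicate at or above 50; inactive = mean and every replicate below 50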
The depositor's hits bear a star; ? = inconclusive; nt = not tested or not shown. Some of the compounds tested; the hit share may differ from the screen's.

SMILES	aSyn UTR inh	GSK3 alpha inh	IEC-6 tox	KLF5 inh	HSF1 activator	HSF1 inh	HSP90 inh	GSK3beta inhib	DYRK1A inh	Platelet DG rel
COCCNC(=O)C(=O)NNC(=O)c1ccccc1OC	-25.6	-1.3	-1.2	1.8	2.2	8.1	3.4	0.6	4.2	2.5
CCC/C(O)=C1\C(=O)CCCC1=NCCc1c(C)[nH]c2ccc(OC)cc12	-9.1	0.5	-2.0	-12.3	0.5	-12.0	-1.5	-0.7	-4.3	-23.2
CCN(Cc1ccccc1)C(c1ccc(C(F)(F)F)cc1)c1nnnn1C(C)(C)C (centres undefined)	5.9	3.1	0.4	-11.9	8.5	5.3	0.6	0.0	0.1	-3.0
CCn1nc(C)c(CNC(=O)c2ccc(OC3CCN(Cc4ccccn4)CC3)cc2)c1C	0.7	nt	20.1	0.2	-17.3	-9.7	-1.1	-0.4	-5.8	-1.4
Cn1cccc1/C=C1\SC(=S)N(CC(=O)O)C1=O	nt	-3.6	-8.4	1.9	nt	nt	-1.6	nt	2.5	nt
COc1ccc(N(C(=O)C2CCCCC2)C2C=CS(=O)(=O)C2)c(OC)c1 (centres undefined)	16.2	0.7	3.2	-46.9	-14.3	-6.8	0.3	0.3	-7.1	9.0
CC[C@@H]1[C@H]2CCCC(=O)N3CC[C@@H](C[C@@H]1Nc1ccccc1)[C@@H]23	8.6	-2.1	4.6	-11.2	?	44.0	-3.3	-1.2	6.3	-4.1
O=CN1CCN(C2CC(=O)N(c3ccc(Br)cc3)C2=O)CC1 (centres undefined)	10.6	-4.8	-3.0	6.8	-2.3	-5.7	2.5	-1.3	3.5	1.5
O=[N+]([O-])c1ccc(C(O)CN=Cc2ccc(O)cc2O)cc1 (centres undefined)	-5.3	nt	0.3	3.4	-9.1	-4.9	0.7	-1.0	-55.5	11.5
Cc1ccc2oc(=O)cc(CN3CC(C)OC(C)C3)c2c1 (centres undefined)	-3.8	-7.4	-3.8	-17.0	5.2	-3.8	-3.2	5.0	3.5	1.6
CCOC(=O)c1ccc(NC(=O)c2cn(-c3ccccc3)nc2-c2ccncc2)cc1	-10.9	nt	-9.9	-22.3	-0.5	3.5	-0.2	1.0	-2.6	0.5
O=c1c2cc(N3CCOCC3)ccc2[nH]c(=S)n1Cc1ccc(Cl)cc1	-121.5	-1.4	-1.6	-25.4	55.6*	16.7	4.7	0.9	7.8	-1.2
CC(C)C(=O)Nc1ccc2c(c1)Cc1cc(NC(=O)C(C)C)ccc1-2	-16.5	4.8	6.1	-0.8	-1.8	0.9	2.9	-1.9	3.6	12.6
COc1cc(/C=N/NC(=O)CCN2CCCCC2)ccc1O	11.3	-1.8	6.8	5.5	-1.4	-9.3	0.8	1.2	-2.6	6.2
CN(Cc1ccccc1)c1ccc(C(CC(N)=O)NC(=O)Cc2cccc3ccccc23)cc1[N+](=O)[O-] (centres undefined)	19.6	1.7	3.8	-6.4	-0.6	15.4	1.0	1.5	-1.5	-2.7
COCCn1c(SCC(=O)Nc2ccccc2OC)nc2ccccc21	15.6	-4.7	-5.9	-8.3	-23.9	-13.5	-0.2	-0.8	nt	-2.5
COc1ccc(NC(=O)COC(=O)c2ccc(N3CCCC3=O)cc2)cc1OC	8.2	-2.9	-2.2	-25.7	9.3	-4.0	-2.6	-3.6	-0.9	-1.1
COc1ccc(C)cc1S(=O)(=O)N(CC(=O)O)c1ccccc1	17.5	8.8	1.3	16.5	11.4	1.2	5.2	1.7	-6.9	2.4
Cc1[nH]c2ccccc2c1/C=N/NC(=O)CCC(=O)Nc1ccccc1	-14.2	-2.0	-0.4	-17.3	nt	nt	-0.8	-4.3	1.6	-1.6
CC(C)C(=O)Nc1cccc(NC(=S)NC(=O)c2ccc3c(c2)OCO3)c1	-158.2	-2.0	4.9	-159.2	20.8	4.5	-1.6	0.8	-6.5	2.9
COc1ccc(CNC(=O)C[C@H]2C(=O)N(c3ccccc3)C[C@@H]2Cc2ccccc2)cc1	11.3	3.8	-4.2	-10.3	-12.6	-12.1	1.1	1.5	-6.2	13.1
Cn1c(N2CCOCC2)nc2c1c(=O)n(Cc1ccc(Cl)c(Cl)c1)c(=O)n2C	nt	-2.1	-3.4	-23.2	nt	nt	-2.0	nt	-0.3	nt
COc1cc(-c2[nH]ncc2CN2CCN(Cc3cccs3)CC2)cc(OC)c1OC	-20.4	-0.4	0.3	0.9	-0.4	-2.7	-2.6	3.7	-8.2	1.7
COc1ccc(N=Cc2cccc(C)c2O)cc1Cl	-138.0	-0.4	0.8	-16.5	3.1	-6.2	-3.0	1.4	-3.1	-4.4
COc1cc(/C=N/NC(=O)Cc2ccccc2)cc([N+](=O)[O-])c1O	14.0	-0.9	-0.1	-24.4	18.7	-0.7	-2.2	1.2	3.6	-0.1

Structures from the list above that contain a COOH group (2):
SMILES	aSyn UTR inh	GSK3 alpha inh	IEC-6 tox	KLF5 inh	HSF1 activator	HSF1 inh	HSP90 inh	GSK3beta inhib	DYRK1A inh	Platelet DG rel
Cn1cccc1/C=C1\SC(=S)N(CC(=O)O)C1=O	nt	-3.6	-8.4	1.9	nt	nt	-1.6	nt	2.5	nt
COc1ccc(C)cc1S(=O)(=O)N(CC(=O)O)c1ccccc1	17.5	8.8	1.3	16.5	11.4	1.2	5.2	1.7	-6.9	2.4

Next entries:
SMILES	aSyn UTR inh	GSK3 alpha inh	IEC-6 tox	KLF5 inh	HSF1 activator	HSF1 inh	HSP90 inh	GSK3beta inhib	DYRK1A inh	Platelet DG rel
Cc1c(C(N)=O)sc2ncn(CC(=O)OC(C)C)c(=O)c12	3.0	3.3	5.2	-26.3	13.1	-3.3	-1.5	-1.2	25.5	4.5
COc1ccc(C)cc1NC(=S)NN1CCN(C)CC1	-1.0	-2.0	0.3	2.8	17.8	5.7	-0.2	-5.0	2.6	-3.3
CC(C)[C@H](NC(=O)c1ccccc1)C(=O)OCC(=O)c1ccc2c(c1)NC(=O)CO2	-9.3	-0.9	4.8	-28.6	17.2	-1.9	-3.9	0.3	1.5	2.1
COc1ccccc1Nc1nc(N)nc(CN2CCN(c3ccccc3F)CC2)n1	22.4	-1.7	1.8	-5.8	-3.2	1.9	2.6	2.6	4.0	2.3
CC(=O)Nc1ccc(C(=O)NNC(=O)c2cccc(C)c2)cc1	-11.8	1.7	0.3	-12.3	5.3	1.8	-1.9	0.0	-4.1	-0.2
CN(C(=O)CSc1nnc(-c2ccncc2)n1C)C1CCS(=O)(=O)C1 (centres undefined)	18.5	-3.4	-2.6	-2.0	-3.5	-7.5	1.1	7.6	8.0	0.4
Cc1cc(Nc2ccccc2)nn1C(=O)c1ccc(Br)cc1	-3.9	-1.0	0.3	-25.0	1.2	1.6	-0.3	1.7	-0.3	-0.9
COc1ccc(N2Cc3cccc(C(=O)N4CCOCC4)c3C2=O)cc1	-0.4	0.9	-11.3	-21.3	-26.5	-3.2	1.3	-0.3	-5.6	1.9
CCOc1ccccc1NC(=S)N(Cc1cc2ccc(C)cc2[nH]c1=O)CC1CCCN1CC (centres undefined)	-34.1	1.4	-1.3	-0.8	-4.8	7.3	-1.7	1.1	-5.1	0.9
COc1ccc(C(=O)N2CC3(C)CC2CC(C)(C)C3)cc1 (centres undefined)	3.1	nt	1.7	13.1	4.6	-3.3	3.2	3.3	-4.9	-0.8
COc1cccc(C(=O)COC(=O)C2CC3CCCC(C2)C3=O)c1 (centres undefined)	-24.2	-3.1	nt	nt	9.4	6.7	nt	-0.7	5.6	0.9
Cc1ccc(/C([O-])=C(/C(=S)NCc2ccco2)[n+]2ccccc2)cc1[N+](=O)[O-]	-19.2	-0.3	-3.4	-3.5	18.6	0.1	1.2	1.0	-3.0	-5.3
COc1ccc(C(=O)NCC23C=CC(O2)C2C(=O)N(Cc4ccccc4)C(=O)C23)cc1 (centres undefined)	-23.9	2.8	-7.2	12.5	21.8	10.7	-1.3	1.8	-10.7	3.0
CCCCOc1ccc(C(=O)N/N=C/c2cn[nH]c2-c2ccc(OC)c(OC)c2)cc1	38.2	-0.8	4.3	-13.2	54.1*	17.3	0.5	1.2	12.6	-13.5
S=C(NCC1CCCO1)NC1CC1 (centres undefined)	17.9	-0.7	3.4	-27.8	7.6	-10.5	1.0	0.8	-1.9	0.7
CC(=O)NCCOc1ccc(C(=O)O)cc1	15.5	-1.4	-0.1	-13.4	0.0	-4.7	-1.8	2.2	4.9	2.8
Cn1ccnc1SCC(=O)c1c[nH]c2ccccc12	-160.0	-1.2	2.9	-100.7	13.9	16.1	0.2	-0.9	1.7	2.0
CCN(c1ccccc1)S(=O)(=O)c1cc(C(=O)Oc2ccc3c(C)cc(=O)oc3c2)ccc1C	4.8	-3.4	-3.8	-10.1	7.9	8.0	1.1	-1.9	1.6	11.1
COc1ccc(Cl)cc1NC(=O)CN1CCN(C(=O)N2CCOCC2)CC1	17.8	-0.4	-7.5	-26.3	-1.0	-8.4	-1.8	0.0	-5.1	1.6
COc1ccc(CCNc2nc3c(c(=O)n(C)c(=O)n3C)n2C)cc1OC	-8.3	0.3	-4.7	-15.0	1.6	-1.7	-0.2	-14.5	0.8	-0.9
COc1ccc(C(=O)NC(C)c2nnc(SCC(=O)NC3CCCCC3)n2C)cc1 (centres undefined)	-1.4	0.0	-0.4	14.8	-3.0	-0.1	-4.8	0.4	-5.7	-4.3
Cc1ccccc1NCCC(=O)Nc1ccc(F)cc1	-5.0	-2.4	5.1	-28.7	6.8	1.0	-3.0	1.6	-0.8	9.4
Cc1ccc(OCc2ccc(C#N)cc2)c(C(=O)c2cc(C#N)c(=O)n(C3CC3)c2)c1	25.7	-6.7	-1.9	-39.2	53.1*	5.7	-2.2	-0.6	20.6	-11.1
CCNC(=S)N(CCc1c(C)[nH]c2ccc(OC)cc12)Cc1cccnc1	-10.7	2.3	-1.5	-2.2	9.4	-1.5	-2.6	5.3	6.7	-9.4
O=C(NCCN1C(=O)C2C3C=CC(C3)C2C1=O)Nc1ccccc1O (centres undefined)	-41.1	nt	-2.8	-47.1	14.5	3.8	0.8	-1.9	3.6	-16.1
Cc1csc(C(=O)O)c1NC(=O)c1cccc([N+](=O)[O-])c1	-0.2	-46.9	-3.3	7.1	4.5	-3.4	-0.5	0.6	1.4	7.4
COc1ccccc1C#Cc1ccc2c(=O)c3ccccc3n(C)c2c1	6.9	0.1	-9.6	8.7	-11.0	0.9	24.2*	0.7	-0.2	-5.6

Bioassay records from PubChem.
